FAS-TE inh – FAS thioesterase (human) inhibition; inhibition, % at 15 µM; 0.67% of 360,000 active; recombinant FAS-TE, OMFH fluorogenic substrate, fluorescence endpoint; AID 602261; P49327;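 active means compounds whose normalised, plate-corrected inhibition of enzyme fluorescence in the single-dose primary screen is 50% or more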;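 further: 0% = DMSO with enzyme and 100% = substrate without enzyme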
MT1-MMP act inh – blocks activation of human MT1-MMP. P50281. HT1080 RFP-PRO-GFP cells, GFP/RFP ratio fluorescence, overnight; percent of plate control window, DMSO zero. GFP/RFP ratio change, % at 20 µM. 0.061% of 360,000 active. AID 651647;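 active means GFP/RFP ratio change of at least 30% with cell ATP level not reduced by more than half and red fluorescence within 50% of control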; further: strong numbers were not always called active
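Test system: HT1080 cells expressing an RFP-PRO-GFP fluorescent reporter construct / Compound dosing: single-point 20 µM compound, 1% DMSO / Schedule: cells overnight before dosing, compound overnight, 37 °C, 5% CO2 / Evaluation: GFP/RFP fluorescence ratio / Control set: DMSO and RFP-L50D-GFP cell wells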
Neddylation inh – blocks human cullin neddylation; AID 651699; P61081+Q13564; TR-FRET cullin neddylation, biochemical; 0.58% of 360,000 active; calls only at 25 µM; in the data active means inhibition above about 36%
CendR NRP1 mod – NRP-1/CendR interaction modulation; FAM-RPARPAR peptide binding to NRP-1, fluorescence polarization; inhibition, % at 25 µM; 0.85% of 360,000 active; AID 602438; O14786;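 active means inhibition or corrected inhibition above about 18%, plus a signal ratio from 0.5 to 1.5, limit read from the data, passing the limit was not always enough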; further: strong numbers were not always called active
Target sequence (O14786 whole entry, looked up): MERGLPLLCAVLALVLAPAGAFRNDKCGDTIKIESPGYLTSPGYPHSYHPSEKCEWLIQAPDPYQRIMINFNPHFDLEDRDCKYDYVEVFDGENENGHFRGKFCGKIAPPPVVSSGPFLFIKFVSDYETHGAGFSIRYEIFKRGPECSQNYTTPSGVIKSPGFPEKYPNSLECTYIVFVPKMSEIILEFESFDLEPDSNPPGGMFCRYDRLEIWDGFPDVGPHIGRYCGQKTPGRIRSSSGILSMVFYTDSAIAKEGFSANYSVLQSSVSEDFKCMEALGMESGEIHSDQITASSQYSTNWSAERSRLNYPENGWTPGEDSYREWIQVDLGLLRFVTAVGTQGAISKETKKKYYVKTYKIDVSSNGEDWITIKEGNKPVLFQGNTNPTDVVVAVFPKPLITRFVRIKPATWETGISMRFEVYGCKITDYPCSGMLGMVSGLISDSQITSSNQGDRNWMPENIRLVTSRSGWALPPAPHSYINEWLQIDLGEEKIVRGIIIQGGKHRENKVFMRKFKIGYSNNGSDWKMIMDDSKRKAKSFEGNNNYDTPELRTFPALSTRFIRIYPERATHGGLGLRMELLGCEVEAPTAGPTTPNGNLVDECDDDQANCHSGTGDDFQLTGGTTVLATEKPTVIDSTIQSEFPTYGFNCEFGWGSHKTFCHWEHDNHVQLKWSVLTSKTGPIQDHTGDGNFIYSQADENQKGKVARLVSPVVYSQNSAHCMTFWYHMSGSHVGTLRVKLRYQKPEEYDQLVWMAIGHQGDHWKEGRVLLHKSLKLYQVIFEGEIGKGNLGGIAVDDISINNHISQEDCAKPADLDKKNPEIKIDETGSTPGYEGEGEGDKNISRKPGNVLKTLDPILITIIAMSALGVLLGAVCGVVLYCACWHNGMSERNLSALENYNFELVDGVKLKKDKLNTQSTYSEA
E coli Lon inh – E. coli protease La inhibition. purified E. coli Lon protease, fluorescence polarization. inhibition, % at 7.94 µM. 0.42% of 360,000 active; in the data active means inhibition above about 13%, passing the limit was not always enough;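 further: 0% = enzyme with probe and DMSO and 100% = no enzyme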
bovine MsrA act – activators of bovine methionine sulfoxide reductase A. 0.3% of 360,000 active. activation, % at 10.6 µM. purified bovine MsrA, absorbance read-out. AID 602163; in the data active means activation above about 7.5%;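 further: 0% = vehicle and 100% = reference activator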
MLLE-PAM2 inh – inhibitors of microRNA-mediated deadenylation, human PABP1 MLLE binding; P11940; GST-MLLE / FITC-PAM2 fluorescence polarization; inhibition, % at 20 µM; 0.36% of 360,000 active; in the data active means inhibition above about 35%, passing the limit was not always enough;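 further: plate controls were DMSO wells with GST-MLLE for no effect and wells lacking GST-MLLE protein for full effect; some results filed as inactive read as strong as hits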
Rin1 Abl inh – inhibitors of human Rin1-Abl protein interaction | P00519+Q13671 | TR-FRET Rin1/Abl binding, biochemical | inhibition, % at 7.35 µM | 0.4% of 360,000 active; in the data active means inhibition above about 5%, passing the limit was not always enough
SKN-1 block – blocks SKN-1 activity in C. elegans; inhibition, % at 21.8 µM; 0.49% of 360,000 active; C. elegans VP596 Pgst-4::GFP/RFP ratio, acrylamide-induced, 24 h; AID 624304;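 active means interference check ratio from 0.5 to 1.5 plus GFP to RFP signal ratio inhibition reaching or exceeding a fixed threshold, cut at about 30% in these data, passing the limit was not always enough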; further: some compounds called inactive have numbers as strong as hits
* = called active by the depositor.

What do the screens show for `COc1c(C)cc(Br)cc1C(=O)Nc1ccccc1N1CCN(C(=O)c2ccccc2)CC1`?
FAS-TE inh: 23; MT1-MMP act inh: -18; Neddylation inh: inactive; CendR NRP1 mod: -1; E coli Lon inh: -5; bovine MsrA act: -3; MLLE-PAM2 inh: -1; Rin1 Abl inh: 0; SKN-1 block: 14

How did CC(OC(=O)c1ccccn1)C(=O)Nc1ccc2c(c1)OCCO2 (configuration not stated) do in these assays?
FAS-TE inh: -4; MT1-MMP act inh: -1; Neddylation inh: inactive; CendR NRP1 mod: -6; E coli Lon inh: -8; bovine MsrA act: -1; MLLE-PAM2 inh: 8; Rin1 Abl inh: 4; SKN-1 block: -3

How did COc1cc(/C=N/NC(=O)c2c(C)nc3ccc(Cl)cn23)cc(OC)c1OC do in these assays?
FAS-TE inh: -5; MT1-MMP act inh: 1; Neddylation inh: inactive; CendR NRP1 mod: -11; E coli Lon inh: -2; bovine MsrA act: -4; MLLE-PAM2 inh: 9; Rin1 Abl inh: -2; SKN-1 block: 13

Results for COC(=O)c1ccccc1NC(=O)Cn1c(=O)oc2ccc(Cl)cc21 ?
FAS-TE inh: 17; MT1-MMP act inh: 3; Neddylation inh: inactive; CendR NRP1 mod: 9; E coli Lon inh: 6; bovine MsrA act: 1; MLLE-PAM2 inh: 7; Rin1 Abl inh: 3; SKN-1 block: -16

How did CN(CC(=O)Nc1ccccc1Cl)C(=O)CCSc1ccc(F)cc1 do in these assays?
FAS-TE inh: 0; MT1-MMP act inh: 2; Neddylation inh: inactive; CendR NRP1 mod: -6; E coli Lon inh: -9; bovine MsrA act: -1; MLLE-PAM2 inh: 12; Rin1 Abl inh: -2; SKN-1 block: 15

How did CC(C)N(C)NC(=S)Nc1ccccc1 do in these assays?
FAS-TE inh: -9; MT1-MMP act inh: 2; Neddylation inh: inactive; CendR NRP1 mod: 8; E coli Lon inh: -13; bovine MsrA act: 0; MLLE-PAM2 inh: -13; Rin1 Abl inh: 1; SKN-1 block: -5

Results for COc1cc(C2SCC(=O)N2CCN2CCCCC2)ccc1O (configuration not stated) ?
FAS-TE inh: -6; MT1-MMP act inh: -7; Neddylation inh: inactive; CendR NRP1 mod: 2; E coli Lon inh: 3; bovine MsrA act: 2; MLLE-PAM2 inh: -5; Rin1 Abl inh: -2; SKN-1 block: 4

How did COc1ccc(/C=N/NC(=O)CNC(=O)COc2ccccc2)cc1 do in these assays?
FAS-TE inh: -6; MT1-MMP act inh: 4; Neddylation inh: inactive; CendR NRP1 mod: -5; E coli Lon inh: 2; bovine MsrA act: -5; MLLE-PAM2 inh: -15; Rin1 Abl inh: -4; SKN-1 block: 5

What do the screens show for `Cc1cccn2c(=O)nc(SCC(=O)N3CCCCCC3)nc12`?
FAS-TE inh: -1; MT1-MMP act inh: -1; Neddylation inh: inactive; CendR NRP1 mod: 4; E coli Lon inh: 0; bovine MsrA act: -3; MLLE-PAM2 inh: 4; Rin1 Abl inh: 0; SKN-1 block: -9

Results for COc1c2ccccc2c(OC)c2ccccc12 ?
FAS-TE inh: -4; MT1-MMP act inh: -2; Neddylation inh: inactive; CendR NRP1 mod: 5; E coli Lon inh: 2; bovine MsrA act: -7; MLLE-PAM2 inh: 20; Rin1 Abl inh: -1; SKN-1 block: -2

What do the screens show for `O=C(N/N=C/c1ccccn1)c1cc(-c2ccccc2)nc2ccccc12`?
FAS-TE inh: 10; MT1-MMP act inh: 13; Neddylation inh: inactive; CendR NRP1 mod: -13; E coli Lon inh: 18; bovine MsrA act: -12; MLLE-PAM2 inh: 14; Rin1 Abl inh: -1; SKN-1 block: -11

How did O=C(CN1C(=O)C2CC=CCC2C1=O)Nc1nc2ccc(F)cc2s1 (configuration not stated) do in these assays?
FAS-TE inh: -2; MT1-MMP act inh: -4; Neddylation inh: inactive; CendR NRP1 mod: -19; E coli Lon inh: -8; bovine MsrA act: -7; MLLE-PAM2 inh: 8; Rin1 Abl inh: 7; SKN-1 block: 4

What do the screens show for `COC(=O)Cn1cnc2ccccc2c1=O`?
FAS-TE inh: -5; MT1-MMP act inh: 1; Neddylation inh: inactive; CendR NRP1 mod: 2; E coli Lon inh: -5; bovine MsrA act: -5; MLLE-PAM2 inh: 3; Rin1 Abl inh: 2; SKN-1 block: -17

What do the screens show for `O=C(NCCCNC(=O)c1ccccc1Br)c1ccccc1Br`?
FAS-TE inh: -4; MT1-MMP act inh: -2; Neddylation inh: inactive; CendR NRP1 mod: -4; E coli Lon inh: -14; bovine MsrA act: -2; MLLE-PAM2 inh: -8; Rin1 Abl inh: -2; SKN-1 block: 10

How did Cn1c(=O)c2[nH]c(CCCCCCCCc3nc4ccccc4[nH]3)nc2n(C)c1=O do in these assays?
FAS-TE inh: -2; MT1-MMP act inh: 11; Neddylation inh: inactive; CendR NRP1 mod: -11; E coli Lon inh: -10; bovine MsrA act: -1; MLLE-PAM2 inh: -37; Rin1 Abl inh: 1; SKN-1 block: 4

Results for O=C(NCCN1CCCCC1)c1cc(COc2c(F)cccc2F)on1 ?
FAS-TE inh: -4; MT1-MMP act inh: -3; Neddylation inh: inactive; CendR NRP1 mod: -3; E coli Lon inh: -10; bovine MsrA act: -11; MLLE-PAM2 inh: -1; Rin1 Abl inh: 1; SKN-1 block: 7

What do the screens show for `CCn1nc(C)c(NC(=O)/C=C/c2cnn(C)c2)c1C`?
FAS-TE inh: -8; MT1-MMP act inh: 3; Neddylation inh: inactive; CendR NRP1 mod: 2; E coli Lon inh: -4; bovine MsrA act: -2; MLLE-PAM2 inh: 15; Rin1 Abl inh: 0; SKN-1 block: -3

Results for Cc1c(NC(=O)COC(=O)Cc2ccc(Br)cc2)c(=O)n(-c2ccccc2)n1C ?
FAS-TE inh: -10; MT1-MMP act inh: -1; Neddylation inh: inactive; CendR NRP1 mod: -3; E coli Lon inh: -2; bovine MsrA act: -7; MLLE-PAM2 inh: -18; Rin1 Abl inh: 3; SKN-1 block: 10

How did O=C(COC(=O)/C=C/c1ccc(F)cc1)NCc1ccco1 do in these assays?
FAS-TE inh: -5; MT1-MMP act inh: 7; Neddylation inh: inactive; CendR NRP1 mod: -3; E coli Lon inh: -6; bovine MsrA act: -1; MLLE-PAM2 inh: -10; Rin1 Abl inh: 1; SKN-1 block: -12

How did Cc1cccn2cc(-c3c[nH]c4ccccc34)nc12 do in these assays?
FAS-TE inh: -1; MT1-MMP act inh: 2; CendR NRP1 mod: -2; E coli Lon inh: -8; bovine MsrA act: -2; MLLE-PAM2 inh: -4; Rin1 Abl inh: -3; SKN-1 block: 5

How did Cc1c(CCC(=O)N2CCC[C@H]2C(=O)O)c(=O)oc2c(C)c3oc4c(c3cc12)CCCC4 do in these assays?
FAS-TE inh: -16; MT1-MMP act inh: 1; CendR NRP1 mod: -43; E coli Lon inh: 0; bovine MsrA act: -7; MLLE-PAM2 inh: -3; Rin1 Abl inh: -2; SKN-1 block: 5

How did CCNc1c(NC(=O)c2cccs2)c(=O)oc2ccccc12 do in these assays?
FAS-TE inh: -7; MT1-MMP act inh: -1; Neddylation inh: inactive; CendR NRP1 mod: -5; E coli Lon inh: 2; bovine MsrA act: -11; MLLE-PAM2 inh: 14; Rin1 Abl inh: 1; SKN-1 block: 2

How did CC(=O)C1=C(O)C(=O)N(Cc2ccco2)C1c1ccc2c(c1)OCO2 (configuration not stated) do in these assays?
FAS-TE inh: -7; MT1-MMP act inh: 6; Neddylation inh: inactive; CendR NRP1 mod: 1; E coli Lon inh: -13; bovine MsrA act: -2; MLLE-PAM2 inh: -8; Rin1 Abl inh: 0; SKN-1 block: 11

Results for O=c1[nH]ncc2c3ccccc3n(Cc3ccc(F)cc3)c12 ?
FAS-TE inh: 2; MT1-MMP act inh: -1; Neddylation inh: inactive; CendR NRP1 mod: -8; E coli Lon inh: -2; bovine MsrA act: 1; MLLE-PAM2 inh: 6; Rin1 Abl inh: 0; SKN-1 block: -9

Structural class: the compounds so far containing an NH in an aromatic ring (three)
How did Cn1c(=O)c2[nH]c(CCCCCCCCc3nc4ccccc4[nH]3)nc2n(C)c1=O do in these assays?
FAS-TE inh: -2; MT1-MMP act inh: 11; Neddylation inh: inactive; CendR NRP1 mod: -11; E coli Lon inh: -10; bovine MsrA act: -1; MLLE-PAM2 inh: -37; Rin1 Abl inh: 1; SKN-1 block: 4

How did Cc1cccn2cc(-c3c[nH]c4ccccc34)nc12 do in these assays?
FAS-TE inh: -1; MT1-MMP act inh: 2; CendR NRP1 mod: -2; E coli Lon inh: -8; bovine MsrA act: -2; MLLE-PAM2 inh: -4; Rin1 Abl inh: -3; SKN-1 block: 5

Results for O=c1[nH]ncc2c3ccccc3n(Cc3ccc(F)cc3)c12 ?
FAS-TE inh: 2; MT1-MMP act inh: -1; Neddylation inh: inactive; CendR NRP1 mod: -8; E coli Lon inh: -2; bovine MsrA act: 1; MLLE-PAM2 inh: 6; Rin1 Abl inh: 0; SKN-1 block: -9

(cont.)
How did OCCC1CN(Cc2cccc(-c3ccco3)c2)CCN1Cc1ccsc1 (configuration not stated) do in these assays?
FAS-TE inh: -6; MT1-MMP act inh: -4; Neddylation inh: inactive; CendR NRP1 mod: 4; E coli Lon inh: -3; bovine MsrA act: -8; MLLE-PAM2 inh: 7; Rin1 Abl inh: -2; SKN-1 block: 6

How did N#Cc1c(C(F)(F)F)cc(=O)[nH]c1SCC(=O)O do in these assays?
FAS-TE inh: -4; MT1-MMP act inh: 1; Neddylation inh: inactive; CendR NRP1 mod: -6; E coli Lon inh: -9; bovine MsrA act: -3; MLLE-PAM2 inh: -11; Rin1 Abl inh: -2; SKN-1 block: -15

What do the screens show for `Cc1ccc(OCCOC(=O)Nc2ccccc2)cc1`?
FAS-TE inh: -4; MT1-MMP act inh: -3; Neddylation inh: inactive; CendR NRP1 mod: -6; E coli Lon inh: 7; bovine MsrA act: -8; MLLE-PAM2 inh: 5; Rin1 Abl inh: 1; SKN-1 block: 7

What do the screens show for `CC(C)(C)N1C(=O)c2ccc(C(=O)O)cc2C1=O`?
FAS-TE inh: -6; MT1-MMP act inh: 1; Neddylation inh: inactive; CendR NRP1 mod: 2; E coli Lon inh: -7; bovine MsrA act: 0; MLLE-PAM2 inh: 5; Rin1 Abl inh: -3; SKN-1 block: 1

What do the screens show for `O=C(NCCCn1ccnc1)Nc1ccc(Cl)cc1`?
FAS-TE inh: -3; MT1-MMP act inh: 1; Neddylation inh: inactive; CendR NRP1 mod: 0; E coli Lon inh: -8; bovine MsrA act: -4; MLLE-PAM2 inh: 1; Rin1 Abl inh: 0; SKN-1 block: 11

How did CC1(c2ccccc2)NC(=O)N(NC(=O)COC(=O)c2cc(Br)ccc2O)C1=O (configuration not stated) do in these assays?
FAS-TE inh: -1; MT1-MMP act inh: -2; Neddylation inh: inactive; CendR NRP1 mod: -9; E coli Lon inh: 1; bovine MsrA act: -1; MLLE-PAM2 inh: 5; Rin1 Abl inh: 0; SKN-1 block: 4

How did O=C(N/N=C/c1ccccc1Br)C1CC1 do in these assays?
FAS-TE inh: -2; MT1-MMP act inh: 3; Neddylation inh: inactive; CendR NRP1 mod: 8; E coli Lon inh: -6; bovine MsrA act: -3; MLLE-PAM2 inh: 9; Rin1 Abl inh: 0; SKN-1 block: 5

What do the screens show for `O=C(CSc1n[nH]c(=O)[nH]c1=O)N/N=C/c1ccccc1O`?
FAS-TE inh: -5; MT1-MMP act inh: 4; Neddylation inh: inactive; CendR NRP1 mod: -16; E coli Lon inh: -11; bovine MsrA act: 1; MLLE-PAM2 inh: 1; Rin1 Abl inh: 0; SKN-1 block: 0
